PI4K2A inh – blocks human PI4K2A kinase activity; activity change, negative = inhibition, % at 76.9 µM; purified PI4K2A, ADP-Glo luminescence, 1 h; stronger effect = lower value; 420,000 compounds, 0.13% hits; AID 1346378; Q9BTU6; in the data active = activity change below about -50%; inconclusive = mostly about -30% to -49%;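 note: -100% = wells without enzyme as full effect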
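Compounds are screened against recombinant PI4K2A using PI as substrate and ATP, the latter dispensed at 300 microM. Reactions run one hour at ambient temperature before ADP-Glo detection; full inhibition defined by wells lacking enzyme.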
TrxR1 substrate – substrates of rat thioredoxin reductase 1; O89049; purified TrxR1 substrate turnover, NADPH consumption readout; Potency, µM (highest dose often 114 µM), without a hit: top-dose activity change, negative = substrate turnover; 390,000 compounds, 0.01% hits; AID 588456; note: potency is the fitted concentration of half-maximal effect; % is set by controls: 0 for no effect and ±100 for the full control effect; nearly all actives have a fitted effect of over 50% in size
Target sequence (O89049 whole entry, looked up): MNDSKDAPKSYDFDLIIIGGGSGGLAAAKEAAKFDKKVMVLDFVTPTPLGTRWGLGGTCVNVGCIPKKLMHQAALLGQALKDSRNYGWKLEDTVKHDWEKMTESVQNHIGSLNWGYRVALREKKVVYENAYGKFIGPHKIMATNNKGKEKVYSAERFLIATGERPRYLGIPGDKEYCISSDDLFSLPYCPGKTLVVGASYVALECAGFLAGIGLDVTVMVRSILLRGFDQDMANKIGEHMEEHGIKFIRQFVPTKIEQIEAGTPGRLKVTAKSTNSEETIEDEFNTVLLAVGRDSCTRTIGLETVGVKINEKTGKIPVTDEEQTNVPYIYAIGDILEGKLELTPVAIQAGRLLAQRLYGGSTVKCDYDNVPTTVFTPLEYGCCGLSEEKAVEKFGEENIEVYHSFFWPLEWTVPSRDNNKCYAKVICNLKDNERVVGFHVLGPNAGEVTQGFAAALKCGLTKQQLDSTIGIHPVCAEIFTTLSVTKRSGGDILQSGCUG
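Rat TrxR1, dispensed at 90 nM, was prereduced with 400 uM NADPH (final) for 5 min at ~22 deg C, then incubated with compound 15 min before 400 uM selenite. A first-read NADPH fluorescence drop versus no-compound background flagged substrates.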
LDHA inh – blocks human lactate dehydrogenase A; purified LDHA, NADH/diaphorase-resazurin fluorescence; stronger effect = lower value; 480,000 compounds, 0.15% hits; activity change, % (values are at about 110 or 230 µM); P00338; AID 1347041; in the data active = activity change below about -30%; inconclusive = mostly about -25% to -30%;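 note: plate controls were DMSO wells for no effect and wells without enzyme for full effect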
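Human LDH5 at 2 nM final in Tris HCl pH 7.4 with 0.06 mM NADH and 0.2 mM pyruvate, reacted 5 minutes at room temperature. Remaining NADH coupled via diaphorase/resazurin; resorufin fluorescence read at 0 and 20 minutes, normalized to enzyme-free and DMSO wells.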
USP1 inh – blocks the human USP1/UAF1 deubiquitinase complex; recombinant USP1/UAF1, Ub-Rhodamine cleavage fluorescence; O94782; 390,000 compounds, 0.23% hits; Potency, µM (highest dose often 57.1 µM), for inactives: at the top dose activity change, negative = inhibition, hits mostly inhibitors; note: potency is the fitted concentration of half-maximal effect; % is set by controls: 0 for no effect and ±100 for the full control effect; nearly all actives have a fitted effect of over 60% in size; inactives centre near -12
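USP1/UAF1 complex (1 nM) preincubated 15 min at room temperature with compound, then Ub-Rho substrate (150 nM final) added. Kinetic fluorescence at 480/540 nm over 6 reads at 60 s intervals; 50 mM HEPES pH 7.8, 0.5 mM EDTA, 0.1 mg/ml BSA, 1 mM TCEP, 0.01% Tween-20.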
Glioma ERSR ind – inducers of ER stress response in human glioma cells. U87-MG GRP78 promoter luciferase reporter, 16 h. 420,000 compounds, 0.02% hits. Potency, µM, for the others: at the highest dose activation, hits mostly activators. AID 602332; note: potency is the fitted concentration of half-maximal effect; series mostly up to about 76 µM; % of control where 0% means no effect; nearly all actives have a fitted effect of over 35% in size
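Stably transfected U87-MG glioma cells carrying a GRP78-based luciferase sensor; 16 h compound incubation. Luminescence end-point read 10 min after Bright-Glo addition at room temperature.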
RXFP1 agonist – activates the human relaxin receptor RXFP1. Q9HBX9. HEK293T-RXFP1 cAMP TR-FRET, 30 min; response scale: percent of porcine relaxin response, buffer zero. Potency, µM (highest dose often 57.5 µM), for the others: at the highest dose activation, usual class: activators. 370,000 compounds, 0.3% hits; note: potency is the fitted concentration of half-maximal effect; % is set by controls: 0 for no effect and ±100 for the full control effect; nearly all actives have a fitted effect of over 60% in size; many of its hits are not listed in these tables
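Agonist response is measured as cAMP accumulation in an RXFP1-transfected HEK293T line under PDE4 inhibition. Values are scaled between buffer-only and 29 nM porcine relaxin, and EC50s come from standard Hill equation fits.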
Vif-A3G inh – inhibitors of Vif-APOBEC3G interaction | Q9HC16 | HeLa A3G-eYFP + Vif (tagged APOBEC3G with the HIV-1 protein that degrades it), YFP fluorescence, overnight | Potency, µM (series often up to 46.1 µM), for inactives: top-dose activity, negative = active, usual class: inhibitors | 410,000 compounds, 0.076% hits;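 note: potency is the fitted concentration of half-maximal effect; % is set by controls: 0 for no effect and ±100 for the full control effect; nearly all actives have a fitted effect of over 60% in size; hits raise eYFP signal because A3G escapes Vif-driven loss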
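HeLa cells stably expressing Vif and C-terminally eYFP-tagged A3G, seeded overnight at 37 deg C, then exposed to compound by pintool overnight at 37 deg C. Rise in yellow fluorescence (Ex 488/Em 500-530, Acumen) marks blocked Vif-driven A3G degradation.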
IDH1 R132H inh – inhibitors of human mutant IDH1 R132H | AID 602179 | Potency, µM (doses to about 76.6 µM), for inactives: at the top dose activity change, negative = inhibition, hits mostly inhibitors | 390,000 compounds, 0.093% hits | IDH1-R132H enzyme, NADPH consumption, diaphorase/resazurin fluorescence; note: potency is the fitted concentration of half-maximal effect; % is set by controls: 0 for no effect and ±100 for the full control effect; nearly all actives have a fitted effect of over 65% in size
Target sequence (O75874 whole entry R132H, stated change not applied): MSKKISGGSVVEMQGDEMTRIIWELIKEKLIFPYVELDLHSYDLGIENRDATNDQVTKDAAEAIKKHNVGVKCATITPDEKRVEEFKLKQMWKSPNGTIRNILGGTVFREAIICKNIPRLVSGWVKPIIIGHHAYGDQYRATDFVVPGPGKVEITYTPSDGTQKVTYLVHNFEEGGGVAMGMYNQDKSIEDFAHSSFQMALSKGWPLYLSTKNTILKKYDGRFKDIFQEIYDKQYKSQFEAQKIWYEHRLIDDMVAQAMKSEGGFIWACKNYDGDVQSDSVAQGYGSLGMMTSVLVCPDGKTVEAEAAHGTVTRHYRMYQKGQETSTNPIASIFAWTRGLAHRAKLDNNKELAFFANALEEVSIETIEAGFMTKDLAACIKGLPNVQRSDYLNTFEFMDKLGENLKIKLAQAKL
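IDH1-R132H (0.5 ug/mL) preincubated 30 min with compound, then NADPH (0.016 mM) and alpha-KG (2 mM) added; 80 min at RT, pH 7.5. Remaining NADPH coupled via diaphorase/resazurin to fluorescence (540/590 nm); concentration-response curves normalized to no-enzyme control.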
Vif-A3F inh – Vif-A3F binding inhibition | HeLa A3F-eYFP + Vif (tagged APOBEC3F with the HIV-1 protein that degrades it), YFP fluorescence increase | Potency, µM (titrated, usually from 46.1 µM), without a hit: at the top dose activity, negative = active | 390,000 compounds, 0.2% hits; note: potency is the fitted concentration of half-maximal effect; % of control where 0% means no effect; nearly all actives have a fitted effect of over 65% in size
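Fluorescence increase (Ex 488/Em 500-530) after overnight compound treatment at 37 deg C flags inhibition of Vif-driven A3F-eYFP loss in stable HeLa A3F-eYFP/Vif cells seeded overnight beforehand.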
The depositor's hits bear a star; ? = inconclusive; / = not tested or not shown; & = joins results of further samples; [ ] = another dose, or the depositor's remark. Unless noted, calls come from the whole dose curve; as a rule, active = well fitted curve in the direction sought with a large enough effect; inconclusive = small, poorly fitted or top-dose-only effect, or another doubt; inactive = no such curve, though single readings can be large; an effect the other way counts as inactive or inconclusive.

SMILES	PI4K2A inh	TrxR1 substrate	LDHA inh	USP1 inh	Glioma ERSR ind	RXFP1 agonist	Vif-A3G inh	IDH1 R132H inh	Vif-A3F inh
COc1ccc2c(c1)c1nc3ccccc3nc1n2CCn1c(=O)oc2ccccc21	6	3%	2	-20%	-2%	3.1%	0%	8%	?
O=C(NC1CCN(S(=O)(=O)c2ccc(F)cc2)CC1)c1ccc(F)cc1	5	1%	-10	-15%	-3%	0.5%	2%	-5%	5%
Cc1ccc(S(=O)(=O)Nc2ccc(Oc3cccnc3)nc2)cc1	3	9%[57.1 µM]	-3	7%	-4%	1.5%	0%	19%	6%
CC(NC(=O)CC12CC3CC(CC(C3)C1)C2)C(=O)O (stereo not drawn)	4	5%	-6	4%	-3%	-0.5%	0%	5%	1%
CCCCc1ccc(C(=O)COC(=O)c2ccc3nc(C)c(C)nc3c2)cc1	/	-9%	0	/	-1%	/	3%	/	/
O=C(NCC(c1ccco1)N1CCN(c2ccc(F)cc2)CC1)C(=O)NC1CCCC1 (stereo not drawn)	17	3%	-7	-15%	-2%	0.5%	2%	-2%	?
NS(=O)(=O)c1ccc(N/C=C\C(=O)c2ccncc2)cc1	-3	-6%[57.1 µM]	-3	?	0%	-0.7%	1%	9%	13%
COc1cc(NC(=O)c2cc3c(C)nc4ccccc4c3o2)cc(OC)c1OC	-5	5%[57.1 µM]	-4	-30%	-1%	0.4%	-3%	-4%	-10%
Cc1cccc(CSCC(=O)NCc2ccc(S(N)(=O)=O)cc2)c1	-1	-5%	-6	-16%	-5%	3.4%	3%	9%	5%
Cc1ccccc1NC(=O)CC(O)(C(F)(F)F)C(F)(F)F	0	5%[0.457 µM]	-2	-28%	-6%	0.3%	-1%	4%	-11%
Cc1ccc(NC(=O)Nc2cccc([N+](=O)[O-])c2)nc1	0	5%	-5	-16%	-1%	-1.2%	2%	3%	7%
Cc1ccc(S(=O)(=O)Nc2nc(-c3ccc(F)cc3)cs2)cc1	-1	-3%	0	-9%	-4%	1.8%	2%	1%	0%

3 records drawn at random from the list so far:
SMILES	PI4K2A inh	TrxR1 substrate	LDHA inh	USP1 inh	Glioma ERSR ind	RXFP1 agonist	Vif-A3G inh	IDH1 R132H inh	Vif-A3F inh
CC(NC(=O)CC12CC3CC(CC(C3)C1)C2)C(=O)O (stereo not drawn)	4	5%	-6	4%	-3%	-0.5%	0%	5%	1%
COc1ccc2c(c1)c1nc3ccccc3nc1n2CCn1c(=O)oc2ccccc21	6	3%	2	-20%	-2%	3.1%	0%	8%	?
O=C(NC1CCN(S(=O)(=O)c2ccc(F)cc2)CC1)c1ccc(F)cc1	5	1%	-10	-15%	-3%	0.5%	2%	-5%	5%

(listing goes on)
SMILES	PI4K2A inh	TrxR1 substrate	LDHA inh	USP1 inh	Glioma ERSR ind	RXFP1 agonist	Vif-A3G inh	IDH1 R132H inh	Vif-A3F inh
CSc1ccccc1NC(=O)CN(C)CC(=O)Nc1cccc(Br)c1	-1	-9%	-1	-12%	-3%	0.7%	1%	-5%	-4%
O=C(NCCOc1ccccc1)c1ccccc1NC(=O)C1CCCO1 (stereo not drawn)	-1	4%[57.1 µM]	-2	-7%	-9%	-0.3%	1%	3%	3%
C=CCN1C(=O)c2ccc(C(=O)N(CC)CC(=O)Nc3ccc(OC)cc3)cc2C1=O	1	1%[57.1 µM]	-11	-19%	-6%	-0.3%	1%	-4%	-13%
Fc1ccccc1/C=N/Nc1nc2ccccc2o1	1	-6%	-4	5%	-1%	-1.3%	-5%	0%	-24%
Cc1onc(-c2ccccc2)c1C(=O)NCC1CCCO1 (stereo not drawn)	-12	4%	-5	0%	2%	-0.1%	1%	-1%	6%
Cc1ccccc1NC(=O)c1c(C)nc(SCC(=O)OCc2ccccc2)c(C#N)c1-c1ccc(F)cc1	0	-9%	-9	-3%	-5%	-0.7%	0%	2%	-11%
Cc1cccc(-n2c(=O)c3c(c4cc(C)ccc4n3C)n(CC(=O)Nc3ccc(C)cc3C)c2=O)c1	3	?	0	-10%	0%	0.1%	-1%	20%	-11%
Nn1c(-c2cccc(O)c2)nnc1-c1cccc(O)c1	6	-7%	-2	-3%	6%	/	-2%	-2%	-11%
CN(C)S(=O)(=O)c1cccc(C(=O)OCC(=O)N2CCCC2=O)c1	0	-17%	-13	-10%	2%	4.0%	5%	-2%	-14%
CCOC(=O)[C@H]1[C@H]2COc3ccc(Cl)cc3[C@@H]2N2C(=O)c3ccc(C)cc3NC(=O)[C@@]12C	1	4%[57.1 µM]	-3	13%	-3%	0.7%	-9%	0%	6%
Cc1n[nH]c(=S)c2nn(-c3ccccc3F)c(C)c12	-18	-6%	-4	8%	0%	?	-4%	0%	-2%
COC1=NC2=NCCN2C(OC)=N1	-3	4%[2.29 µM]	-10	-2%	-2%	/	1%	-1%	2%
CCN1CCN(c2cc(C)nc(-c3ccccc3O)n2)CC1	-3	-4%	-19	-8%	-3%	1.7%	0%	2%	3%
CCCCOC(=O)c1ccc(NC(=S)NC(=O)c2c(Cl)cnn2C)cc1	-3	-1%	-3	-10%	-2%	2.4%	1%	7%	0%
Cc1ccc(CC2C(=O)N(c3ccc(C)cc3)C(=O)C2C)cc1 (stereo not drawn)	0	4%	-6	-18%	1%	-0.5%	9%	6%	-4%
COc1ccc(CCNC(=O)CSc2nnc(CNc3ccc(Cl)cc3)o2)cc1OC	2	2%	-5	-3%	-6%	-0.8%	-7%	11%	-11%
O=C(c1ccccc1)c1cnc(Nc2ccccc2Cl)s1	0	2%[57.1 µM]	-6	-20%	6%	19%	-2%	7%	2%
Cc1cc(C)n(-c2nc3ccccc3nc2Nc2ccc(Cl)cc2Cl)n1	-6	1%	-11	-16%	0%	-3.1%	13%	-5%	0%
CC1CC(=O)Nc2ccccc2N1C(=O)COc1ccccc1C(N)=O (stereo not drawn)	5	/	3	-8%	-3%	/	-3%	-5%	0%
O=C1CCC(C(=O)OCC(=O)c2ccccc2)N1 (stereo not drawn)	-7	11%[57.1 µM]	-3	-18%	-1%	2.0%	0%	2%	-2%
CC(=O)NCCC(=O)N(C)CC1CCN(CCc2cccc(C(F)(F)F)c2)CC1	13	1%	-19	-18%	-1%	2.1%	3%	0%	-12%
Cc1cc(C)nc(NC(=O)/C=C/c2ccccc2Cl)n1	0	7%[57.1 µM]	-4	-18%	1%	2.8%	-1%	2%	-1%
Cc1nc2scc(C)n2c(=O)c1S(=O)(=O)NCc1ccc(F)cc1	-10	25%	-13	-8%	-3%	16%	-1%	3%	-3%
Cc1cccc(NC(=O)[C@@H](NC(=O)[C@@H]2Cc3ccccc3CN2)C(C)C)c1	-2	6%	0	-14%	0%	2.3%	2%	0%	1%
CCOC(=O)c1ccc(NC(=O)c2nc(S(=O)(=O)Cc3ccccc3)ncc2Cl)cc1	-7&-2	6%&1%	-3&-6	-12%&-24%	-13%&-10%	1.2%&-0.2%	-9%&-4%	-1%&-3%	5%&1%
CCCSc1nc(N)nc2c1ncn2C1OC(CO)C(O)C1O (stereo not drawn)	-1	-2%[2.29 µM]	-4	6%	4%	/	3%	7%	5%
CCOc1ccc2nc3cc(N=Nc4ccc(N)nc4N)ccc3c(N)c2c1	5	3%[57.1 µM]	1	16µM*	-10%	/	5%	5%	3%
COc1ccc2cc(C(C)C(=O)N3CCC(C)CC3)ccc2c1 (stereo not drawn)	-16	6%	-5	-20%	-3%	1.4%	?	0%	15%
OCC1(Cc2ccccc2)CCN(Cc2cnc(-c3cccc4ccccc34)nc2)CC1	1	0%	-2	-23%	1%	-0.5%	8%	-1%	0%
CC1CN(C(=O)COC(=O)c2ccc(N)c([N+](=O)[O-])c2)CC(C)O1 (stereo not drawn)	5	6%[57.1 µM]	-5	-3%	-2%	-5.4%	-4%	2%	-1%
CC1(C)Oc2ccc3ccc(=O)oc3c2CC1O (stereo not drawn)	7	185%[activator]	-3	-20%	-2%&-2%	0.8%	2%	2%	1%
Cc1ccc(CNC(=O)COc2cccc3c2OC(C)(C)C3)cc1	1	-7%	-2	-14%	-3%	0.4%	-1%	6%	10%
Cc1ccc(CN(C)C(=O)CCc2nc3sc4c(c3c(=O)[nH]2)CCCC4)o1	-4	-3%	-2	-1%	-6%	6.9%	-4%	1%	-11%
O=C(OCc1nc2ccccc2c(=O)[nH]1)c1cccs1	-2	-4%	5	-6%	-5%	0.5%	2%	4%	-3%
CC(=O)c1ccc(NC(=O)C2=CC(c3ccc4c(c3)OCO4)=NS(=O)(=O)N2C)cc1	0&-1	347%&-4%[activator]	1&-7	-24%&-23%	-2%&0%	4.2%&12%	-2%&1%	2%&-2%	0%&4%
O=C(O)C1CCCN(S(=O)(=O)c2ccc(Cl)s2)C1 (stereo not drawn)	-6	4%	-4	-22%	-2%	0.8%	4%	2%	2%
CCN(C(=S)Nc1cc(S(=O)(=O)N2CCOCC2)ccc1Cl)c1cccc2ccccc12	1	87%[activator]	26	-8%	-4%	-0.3%	1%	11%	1%
COc1ccc(C)cc1NC(=O)COCc1cc(-c2cccs2)on1	0	-5%	-2	-17%	-1%	4.8%	0%	11%	-2%
CCCC(C)NC(=O)c1ccc2[nH]c3c(c2c1)CC(C)CC3 (stereo not drawn)	-2	-8%	-3	-3%	2%	0.9%	-12%	7%	0%
C=C1CCN(c2ccc(C(=O)NCCC)cc2[N+](=O)[O-])CC1	5	-11%	0	?	2%	/	0%	13%	-3%

This is a subset; rates above refer to the full screens.
